CCT chaperon mod – cytosolic chaperonin activity modulation; activity change, % (test concentration not listed), hits read low; purified chaperonin ATPase assay, HTRF ADP detection, 30 min; 360,000 compounds, 0.3% hits; AID 651819; in the data active means activity change below about -30%; further: on the % scale 0 is the no-effect control and ±100 the full control effect
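ATPase activity: ADP formed was measured by HTRF Transcreener (665/615 nm ratio) after 30 min at 37 deg C with 10 uM ATP. Compounds screened at one 76 uM concentration against 40 or 20 nM TRiC in Tris pH 7.4/KCl/MgCl2/DTT buffer.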
Nrf2 block – blocks Nrf2 signaling; A549 ARE-Fluc reporter, luciferase luminescence, 18-24 h; Potency, µM (titrated, usually from 46 µM), without a hit: at the top dose activity change, negative = inhibition, most hits filed as inhibitors; 360,000 compounds, 2.1% hits; AID 504444; further: potency means the concentration at half of the fitted maximal effect; on the % scale 0 is the no-effect control and ±100 the full control effect; nearly all actives have a fitted effect of over 60% in size
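Two sequential reads on A549 ARE_Fluc cells exposed to compound for 18-24 h: a CellTiter-Fluor fluorescence read for viability, then a luciferase luminescence read for Nrf2/ARE activity.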
Nrf2 ARE act – Nrf2 pathway activation; AREc32 ARE-luciferase reporter (MCF7-derived line), luminescence, 24 h; Potency, µM (titrated, usually from 46.1 µM), for the others: top-dose activation, hits mostly activators; 410,000 compounds, 0.31% hits; AID 624171; further: potency means the concentration at half of the fitted maximal effect; % of control where 0% means no effect; nearly all actives have a fitted effect of over 65% in size
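Quantitative high-throughput format: AREc32 reporter cells, 1000 per well, received compound by pin transfer and were incubated 24 hr at 37 deg C, 5% CO2, before Steady-Glo luminescence detection.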
A549 tox – A549 cytotoxicity, counter-screen for Nrf2 inhibitors. 390,000 compounds, 0.16% hits. AID 504648. A549 ARE-Fluc cells, CellTiter-Fluor viability, 18-24 h. Potency, µM (titrated, usually from 46 µM), for inactives: top-dose activity change, negative = cytotoxicity, actives largely listed as inhibitors; further: potency means the concentration at half of the fitted maximal effect; on the % scale 0 is the no-effect control and ±100 the full control effect
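A549 ARE_Fluc cells in 5% FBS OPTI-MEM were exposed to compounds in concentration-response for 18-24 h at 37 deg C. Viability was read by CellTiter-Fluor fluorescence (Ex 405/Em 525) after 30 min, before the luciferase read.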
TGFb inhibitor – blocks TGF-b signaling | 410,000 compounds, 1.2% hits | HepG2 CAGA-GFP TGF-b/SMAD3 reporter, GFP fluorescence, 18 h; TGF-beta stimulated, 500 pg/mL final | Potency, µM (highest dose often 46.1 µM), inactives show top-dose activity, negative = inhibition, usual class: inhibitors; further: potency means the concentration at half of the fitted maximal effect; on the % scale 0 is the no-effect control and ±100 the full control effect; nearly all actives have a fitted effect of over 65% in size
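HEPG2 CAGA-GFP, 1000 cells/well; 2 h settle, 37 C; cpd via pin tool; TGF-b 500 pg/mL final; 18 h, 37 C; GFP imaging ex488/em500-530; %Activity normalised to -TGF-b and +DMSO controls; CRC fit, curve class.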
Akt phos inh – blocks phosphorylation of Akt | Neuro2A IGF-stimulated pAkt S473 HTRF, 20 min; hits give low values | activity change, % for hits at 50 µM | 360,000 compounds, 0.32% hits; in the data active means activity change below about -80%; inconclusive means mostly about -51% to -80%; further: on the % scale 0 is the no-effect control and ±100 the full control effect
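Neuro2A cells in DMEM with 0.5% FBS, overnight at 37 deg C, given compound at single 50 µM final, then IGF (6 nM final) for 20 min at 37 deg C. Lysed; phospho-Akt Ser473 by HTRF after 24 h, 665/615 ratio.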
Abeta rescue – compounds reversing amyloid beta toxicity in yeast; yeast expressing A-beta42, growth rescue, OD600, 48 h; response scale: 0% DMSO, 100% iron-clioquinol control; 410,000 compounds, 0.063% hits; Potency, µM (titrated, usually from 46.1 µM), without a hit: at the top dose growth rescue, usual class: activators; AID 1347071; further: potency means the concentration at half of the fitted maximal effect; nearly all actives have a fitted effect of over 55% in size
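Yeast A-beta toxicity model in growth medium with pinned compounds, 48 h at 30 C; growth read as absorbance at 600 nm. Normalized to FeCl3/clioquinol equimolar mix (positive) and DMSO (negative).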
Mm-Cpn inhibitor – M. maripaludis TRiC chaperonin inhibition; Potency, µM (highest dose often 76.9 µM), for the others: at the top dose activity, negative = inhibition, usual class: inhibitors; purified Mm-Cpn ATPase, ADP Transcreener TR-FRET; AID 504842; 330,000 compounds, 0.031% hits; further: potency means the concentration at half of the fitted maximal effect; on the % scale 0 is the no-effect control and ±100 the full control effect; nearly all actives have a fitted effect of over 80% in size
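Purified archaeal Mm-CPN (25nM final) preincubated 10 min at 37degC with compound, then 10uM ATP for 30 min at 37degC; ADP measured by HTRF Transcreener TR-FRET; buffer 30 mM TRIS pH 7.4, 100mM KCl, 5mM MgCl2, 1mM DTT.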
HepG2 viability – kills HepG2 cells in TGF-b inhibitor counter-screen | HepG2 CAGA-GFP viability, ATP luminescence, 18 h | Potency, µM (highest dose often 46.1 µM), without a hit: at the highest dose activity change, negative = cytotoxicity, actives largely listed as cytotoxic | 410,000 compounds, 0.76% hits; further: potency means the concentration at half of the fitted maximal effect; some results filed as inactive show a strong effect at the top dose
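HepG2 CAGA-GFP cells (1000/well, DMEM with 1% FBS) received compound, then TGF-beta at 500 pg/mL final, and were incubated 18 hours at 37 degrees C. Viability was read by CellTiter-Glo luminescence. Media-only wells were set as complete cell-killing and DMSO as no toxicity.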
Numbers without * were called inactive; i = inactive; u = inconclusive; x = no result given. Unless noted, the call rests on the fitted dose curve; in most records, active means well fitted curve in the direction sought with a large enough effect; inconclusive means small, poorly fitted or top-dose-only effect, or another doubt; inactive means no such curve, though single readings can be large; an effect the other way counts as inactive or inconclusive.

The first 4 compounds (preview)
SMILES | CCT chaperon mod | Nrf2 block | Nrf2 ARE act | A549 tox | TGFb inhibitor | Akt phos inh | Abeta rescue | Mm-Cpn inhibitor | HepG2 viability
CCc1ccc(CNC(=O)C2CCN(C(=O)c3ccc(-n4ccc5ccccc54)s3)CC2)cc1 | x | u | 3.9% | -13% | u | x | -7% | x | -29%
COc1ccc(S(=O)(=O)N2CCOCC2)cc1NC(=O)CSc1ccccc1 | 2.9 | 13% | -0.2% | 3% | 6% | i | 11% | 1% | 10%
COc1ccc(CN2CCNC(=O)C2CC(=O)N2CCc3ccccc3C2)c(OC)c1 (stereo not given) | -2.6 | 6% | 0.3% | 9% | 15% | i | -16% | 3% | -1%
CCc1ccc(NC(=O)C(C)OC(=O)/C=C/c2cccc([N+](=O)[O-])c2)cc1 (stereo not given) | 0.2 | -20% | -0.5% | -1% | 11% | i | 3% | 1% | -6%

The listing, previewed entries included:
SMILES | CCT chaperon mod | Nrf2 block | Nrf2 ARE act | A549 tox | TGFb inhibitor | Akt phos inh | Abeta rescue | Mm-Cpn inhibitor | HepG2 viability
CCc1ccc(CNC(=O)C2CCN(C(=O)c3ccc(-n4ccc5ccccc54)s3)CC2)cc1 | x | u | 3.9% | -13% | u | x | -7% | x | -29%
COc1ccc(S(=O)(=O)N2CCOCC2)cc1NC(=O)CSc1ccccc1 | 2.9 | 13% | -0.2% | 3% | 6% | i | 11% | 1% | 10%
COc1ccc(CN2CCNC(=O)C2CC(=O)N2CCc3ccccc3C2)c(OC)c1 (stereo not given) | -2.6 | 6% | 0.3% | 9% | 15% | i | -16% | 3% | -1%
CCc1ccc(NC(=O)C(C)OC(=O)/C=C/c2cccc([N+](=O)[O-])c2)cc1 (stereo not given) | 0.2 | -20% | -0.5% | -1% | 11% | i | 3% | 1% | -6%
O=C(Cn1cc(S(=O)(=O)N2CCCC2)c(S(=O)(=O)N2CCCC2)c1)Nc1cccc(F)c1 | x | 7% | 0.6% | -7% | -9% | x | 6% | x | 2%
O=C(O)CCNS(=O)(=O)c1ccc(Oc2ccccc2)cc1 | -0.7 | 9% | 0.0% | 19% | 3% | i | 4% | 0% | -12%
COc1ccccc1C(CNC(=O)C(CCSC)NC(=O)c1ccccc1Cl)N1CCCC1 (stereo not given) | -1.0 | 17% | -0.2% | -9% | 3% | i | -4% | x | 0%
CCOC(=O)CCC(NC(=O)CCCCCCCC(=O)NC(CCC(=O)OCC)C(=O)OCC)C(=O)OCC (stereo not given) | 0.9 | 9% | -0.2% | 2% | -3% | i | -2% | -2% | -12%
CC(C)CNc1ncnc2c1ncn2[C@H]1CN(Cc2ccc(F)cc2)C[C@@H](CO)O1 | 1.6 | x | 3.3% | x | -6% | x | -20% | x | 4%
CCOC(=O)C(C)NC(=O)CCc1nnc2ccc(N3CCC(C)CC3)nn12 (stereo not given) | -2.8 | -20% | 0.4% | -1% | u | i | 8% | 0% | -18%
O=C(CSC(=S)N1CCOCC1)Nc1ccc(S(=O)(=O)Nc2ncccn2)cc1 | -0.8 | -5% | -1.3% | -1% | -12% | i | 7% | 4% | -9%
CC(C)(C)NC(=O)CSc1nnc(Cc2ccccc2)n1CC1CCCO1 (stereo not given) | 1.0 | -19% | -0.2% | -1% | -2% | i | 6% | 2% | 0%
COc1ccc(NC(=O)N2CCN(C(=O)Nc3ccc(OC)cc3)CC2)cc1 | 1.5 | 7% | -0.1% | 1% | u | i | -20% | -3% | -81%
Cc1cc(C)c(S(=O)(=O)N2CCN(Cc3nc4ccc(C)cc4o3)CC2)c(C)c1 | x | x | 5.4% | -3% | u | x | 20% | x | -23%
CNC(=S)N(CCc1c(C)[nH]c2ccc(C)cc12)Cc1cccnc1 | -2.1 | 5% | -0.1% | -2% | 10% | i | -3% | -1% | -17%
CCC(=O)Nc1ccccc1-c1nc2ccccc2n(CC(=O)Nc2ccc(C)c(C)c2)c1=O | x | 14% | 0.0% | -1% | 1% | x | -6% | x | -1%
CCCN(CCC)c1nc(Cl)nc(NCc2ccco2)n1 | 1.1 | u | 26% | u | -14% | i | 10% | 0% | -25%
CCNC(=O)COC(=O)c1cc(S(=O)(=O)N2CCCc3ccccc32)ccc1Cl | -2.0 | 8% | 0.0% | 4% | 9% | i | -8% | -1% | 5%
CCN(C(=O)C1CSC2(C)CCC(=O)N12)c1nc2c(C)cccc2s1 (stereo not given) | -2.2 | 9% | -0.1% | -1% | -6% | i | 7% | 3% | 2%
Cc1ccc2nc(-c3cccc(-c4nc5ccc(C)cc5o4)n3)oc2c1 | x | 5% | x | -1% | 29% | x | x | x | 9%
CCC(C)n1cnc2c(=O)oc3ccccc3c21 (stereo not given) | -0.2 | 9% | 0.5% | -4% | 21% | i | -8% | -1% | 3%
C[C@@H]1CCCCO[C@H](CN(C)Cc2ccc(C(F)(F)F)cc2)[C@H](C)CN([C@@H](C)CO)C(=O)c2cc(NC(=O)Cc3ccccc3)ccc2O1 | -1.3 | x | 3.1% | x | u | i | 0% | x | -46%
Cc1ccc(CCNS(=O)(=O)c2cnc[nH]2)cc1 | -39* | -7% | -0.5% | -2% | -1% | i | -4% | 1% | 0%
CCN(CC)CCCC(C)NC(=O)c1cc(=O)c2ccccc2o1 (stereo not given) | -2.3 | -6% | -0.5% | 2% | -14% | i | -21% | -1% | 0%
O=C(C[C@H]1C/C=C/CC[C@@H](Cc2ccc(F)cc2)C(=O)O[C@@H](c2ccccc2)CNC1=O)NCCO | -0.6 | 4% | 4.3% | 2% | -1% | i | -6% | 1% | -7%
O=C(O)COc1ccccc1Cc1ccccc1 | -0.6 | -1% | 0.4% | -18% | -1% | i | 10% | 1% | -14%
CC(CNC(=O)CCCn1c(=O)c2cccn2c2ccc(F)cc21)c1ccccc1 (stereo not given) | x | -24% | 6.3% | 0% | -13% | x | 12% | x | -9%
COc1ccc(C(=O)Nc2ccc3ccccc3n2)c(OC)c1OC | -2.1 | u | -0.4% | -12% | -10% | i | -9% | -7% | -25%
Cc1cccnc1NC(=O)c1ccc2c(c1)NC(=O)C(C)S2 (stereo not given) | 0.4 | -4% | 0.0% | 1% | -5% | i | -1% | 0% | 4%
O=C(CSc1nc(O)c(C2CCCCC2)c(=O)[nH]1)Nc1ccc(F)cc1 | 0.4 | 3% | 0.2% | 3% | 12% | i | 1% | 0% | 5%
CN(C)S(=O)(=O)c1cccc(NC(=O)CN2C(=O)C3C4C=CC(C4)C3C2=O)c1 (stereo not given) | -1.4 | 8% | 0.4% | -2% | 2% | i | u | 3% | 11%
CCOC(=O)NC(=O)CSc1ccc2ccccc2n1 | -2.5 | 9% | -0.4% | 7% | -15% | i | 17% | -2% | -13%
COc1ccc(CCNC(=O)C2CCCN(C(=O)c3ccc(Cl)cc3)C2)cc1 (stereo not given) | -3.5 | -12% | 0.3% | -8% | 13% | i | 4% | 2% | -5%
COc1ccc(C(CNC(=O)c2cccc(S(=O)(=O)Nc3ccc(F)cc3)c2)N2CCOCC2)cc1 (stereo not given) | -1.3 | -16% | 1.4% | 1% | 2% | i | -6% | x | -13%
COc1ccc(NC(=O)CCCCn2c(=O)[nH]c3ccccc3c2=O)cc1 | 0.2 | -12% | 0.4% | 1% | 2% | i | 15% | -5% | 2%
N#Cc1cn(CC(=O)O)c2ccccc12 | -3.7 | -1% | 0.2% | 10% | 4% | i | 0% | 1% | -6%
Cc1nc(-c2cccc(NC(=O)Cc3ccccc3)c2)cs1 | -3.7 | u | 0.4% | 5% | -1% | i | 8% | 1% | -85%
O=C(CCCc1ccccc1)Nc1nccs1 | -3.1 | 6% | 0.1% | -1% | 6% | i | 7% | x | 0%
Cc1cc(CC(C)C)n(-c2nc3ccccc3c(=O)n2OCc2ccccc2)n1 | -1.9 | 10% | 19% | -8% | -14% | i | -5% | 1% | -16%
COc1ccc(OC)c(C2C(C(C)=O)=C(C)Nc3ncnn32)c1 (stereo not given) | -1.2 | 1% | -0.8% | 6% | 7% | i | 0% | 1% | -1%
Cc1ccc(S(=O)(=O)NCCC(=O)N2CCN(S(=O)(=O)c3cccc(F)c3)CC2)cc1C | -2.1 | -13% | -0.3% | 1% | -18% | i | 2% | 1% | -6%
O=C(O)CCC(=O)N1N=C(c2ccco2)CC1c1ccco1 (stereo not given) | -5.0 | -3% | 0.2% | -1% | -10% | i | 11% | 0% | 0%
CC(C)(C)n1nnnc1C(c1cccc(C(F)(F)F)c1)N1CCOCC1 (stereo not given) | 1.2 | -8% | 0.5% | -1% | -5% | i | 2% | 0% | 5%
COc1ccc(C)cc1S(=O)(=O)N1CCC(C(=O)N2CCOCC2)CC1 | -3.8 | 10% | 0.4% | -2% | u | i | -11% | 0% | 4%
CCc1ccc(NC(=O)NCc2ccccn2)cc1 | -2.7 | u | 0.5% | 0% | -9% | i | -8% | -2% | 6%
O=C(CN1CCN(S(=O)(=O)c2ccc(F)cc2)CC1)NCC1(N2CCOCC2)CCCCC1 | -1.0 | -5% | -0.1% | -8% | 13% | i | 14% | 0% | 6%
O=C(COC(=O)c1cccc(F)c1)NC1CC1 | 2.0 | u | 0.1% | -5% | -16% | i | -10% | -1% | -40%
COc1cc(-c2cc(OC)c3c(C)oc(C)c3c(=O)c2)ccc1OC(=O)c1ccccc1C | x | u | 2.4% | -5% | 0% | x | -23% | x | -19%
CN(Cc1ccccc1)S(=O)(=O)c1ccc(N2CCOCC2)nc1 | -1.0 | -12% | 0.0% | 1% | 0% | i | -30% | -3% | -26%
